G6PDH counter: inhibits Leuconostoc G6PDH, flagging false hits in G6PDH-based assays. hit rate 0.12% among 200,000. Purified L. mesenteroides G6PDH, diaphorase/resazurin coupled fluorescence, 45 min. AID 1020. inhibition, % at 5 µM
RAM inhibit: yeast RAM network inhibition | inhibition, % at 50 µM | hit rate 1.8% among 190,000 | S. cerevisiae dse1pr::URA3 reporter, 5-FOA growth OD615, 2 d; analog-sensitive cbk1-as2 kinase mutant strain;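 active = inhibition above a set limit, 3 SD over mean compound inhibition, cut at about 8.4% in these data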;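 note: 0% = DMSO-only wells with no growth and 100% = 10 µM 1-NA-PP1 full growth; inhibition rescues growth on 5-FOA so higher OD means more RAM inhibition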
Hsp70 act: switches on Hsp70 transcription; HeLa Hsp70 promoter luciferase reporter, luminescence; scaled: vehicle 0, proteasome-inhibitor control 100%; activation, % at 10 µM; hit rate 0.04% among 200,000;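 active = activation above the mean across all tested compounds plus 3 SD, cutoff set per campaign, cut at about 5.5% in these data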;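 note: 100% = MG132 at 30 µM as the positive control and 0% = DMSO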
L major viab: Leishmania major promastigote growth inhibition. hit rate 9% among 200,000. Leishmania major promastigotes, resazurin fluorescence viability. AID 1063. inhibition, % at 10 µM;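 note: promastigotes grown with compound for 44 hours at 28 °C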
PMI act satM6P: increases human PMI activity with near-saturating mannose 6-phosphate; P34949; coupled PMI enzyme assay, resazurin fluorescence, 20 min; hits give high values; 1 = untreated enzyme, 0 = substrate-free blank; activation factor at 20 µM; hit rate 0.34% among 190,000; AID 1216;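 active = activation factor of 2 or more at 20 µM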
Target sequence (P34949 whole entry, looked up): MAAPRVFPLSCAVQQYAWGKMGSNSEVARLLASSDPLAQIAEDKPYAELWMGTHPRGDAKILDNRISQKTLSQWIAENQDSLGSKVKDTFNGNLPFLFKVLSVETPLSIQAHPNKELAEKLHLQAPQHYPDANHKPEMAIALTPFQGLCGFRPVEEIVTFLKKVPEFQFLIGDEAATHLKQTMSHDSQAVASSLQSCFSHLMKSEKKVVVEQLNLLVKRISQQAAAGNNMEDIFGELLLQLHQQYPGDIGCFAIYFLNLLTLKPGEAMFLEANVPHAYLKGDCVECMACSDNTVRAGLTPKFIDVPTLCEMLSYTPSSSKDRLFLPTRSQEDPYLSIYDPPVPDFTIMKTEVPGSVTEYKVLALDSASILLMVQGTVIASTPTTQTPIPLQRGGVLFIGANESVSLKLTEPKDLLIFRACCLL
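Test system: human PMI in coupled enzyme assay; Input: PMI at 15 ng/mL final; Medium: HEPES buffer, pH 7.4; Schedule: 20 min incubation at room temperature; Technique: resorufin fluorescence at Ex 544/Em 590 nm; Compound: 20 µM single dose; Probe or stimulus: Near-saturating mannose-6-phosphate, 1.0 mM.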
PMI activator: activators of human phosphomannose isomerase; purified human PMI, coupled resazurin fluorescence, 20 min; hits give high values; 1 = vehicle control, 0 substrate-free wells; activation factor at 20 µM; AID 1214; hit rate 0.005% among 190,000;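 active = activation factor of 2 or more at 20 µM, relative to plate controls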
S1P3 antagonist: antagonists of human S1P3 receptor; inhibition, % at 4.98 µM; Q99500; hit rate 0.27% among 170,000; CHO S1P3 NFAT-BLA reporter, FRET fluorescence, antagonist mode;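 active = inhibition above the plate cutoff, the mean inhibition of test wells on that plate plus 3 SD, cut at about 28% in these data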;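 note: cells challenged with S1P at its EC80 of 0.8 µM; blue over green emission ratio from cleaved BLA substrate after 4 h stimulation; 0% = S1P-stimulated wells and 100% = unstimulated DMSO-only wells; some compounds past the cut are filed as inactive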
Target sequence (Q99500 whole entry, looked up): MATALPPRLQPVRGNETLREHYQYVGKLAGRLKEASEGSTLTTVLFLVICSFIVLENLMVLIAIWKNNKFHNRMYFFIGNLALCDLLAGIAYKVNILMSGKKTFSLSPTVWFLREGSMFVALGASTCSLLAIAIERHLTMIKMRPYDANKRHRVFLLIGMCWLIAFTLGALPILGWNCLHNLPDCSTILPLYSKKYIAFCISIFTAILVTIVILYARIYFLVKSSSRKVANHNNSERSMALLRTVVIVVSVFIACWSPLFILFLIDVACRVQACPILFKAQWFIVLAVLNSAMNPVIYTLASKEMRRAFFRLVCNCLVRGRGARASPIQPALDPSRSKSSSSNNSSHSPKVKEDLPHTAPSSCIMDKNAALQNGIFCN
DTT redox prof: compounds producing H2O2 with reducing agent – biochemical, NIH compound library profiling, artefact control for MLSCN library redox annotation, primary screen. DTT-dependent redox cycling H2O2, phenol red/HRP absorbance; 100% = 100 µM peroxide control, 0% = buffer. activation, % at 10 µM. hit rate 0.03% among 200,000. AID 878;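 active = activation of at least 50% relative to the plate's high and low controls in the primary single-dose screen; inactive = activation below 50%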;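 note: compound incubated with DTT at 0.8 mM final as the reducing agent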
Diaphorase inh: diaphorase inhibition or chemical oxidation counter-screen. diaphorase resazurin-to-resorufin fluorescence, NADH, 16 min; bacterial (C. kluyveri) enzyme, not human. inhibition, % at 20 µM. hit rate 0.69% among 190,000. AID 1217;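 active = primary screen inhibition at 20 µM above a set limit, cut at about 50% in these data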;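 note: plate controls were DMSO with full reaction for no effect and wells lacking NADH for full effect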
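Assay system – diaphorase enzyme from Clostridium kluyveri · Amount – diaphorase 0.14 U/mL (working solution) · Times – reaction incubation of 16 min at room temperature · Controls – No-NADH positive control and DMSO neutral control · Signal – resorufin fluorescence 544/590 nm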
Diaph act CS: diaphorase activation or chemical reduction counter-screen; AID 1229; Diaphorase/resazurin coupled assay, resorufin fluorescence, 16 min; hits give high values; 1 = vehicle wells, 0 = NADH-free wells; hit rate 0.005% among 190,000; activation factor at 20 µM;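 active = diaphorase activity raised at least twofold by the compound at 20 µM; inactive = activation factor below 2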
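test system = bacterial diaphorase enzyme (C. kluyveri) | quantity = enzyme 0.07 U/mL final | reagent = NADH substrate 0.114 mM plus resazurin dye 0.1 mM, final | incubation = 16 min enzyme reaction, ambient temperature | buffer or medium = HEPES pH 7.4 buffer with MgCl2 and Tween 20 | signal = fluorescence of resorufin, 544 nm excitation, 590 nm emission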
TLR4-MyD88 BLA: blocks binding of human TLR4 to MyD88 | O00206+Q99836 | HeLa CL3-4 TLR4/MyD88 BLA complementation, FRET ratio | inhibition, % at 8.4 µM | hit rate 0.18% among 200,000; in the data active = inhibition above about 25%;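 note: 0% = vehicle and 100% = reference inhibitor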
* hit, by the source's call; nt = no result given. Cut-off read from the data, not from the text of the source, unless noted: active = inhibition above about 50%; inactive = the rest.

SMILES	G6PDH counter	RAM inhibit	Hsp70 act	L major viab	PMI act satM6P	PMI activator	S1P3 antagonist	DTT redox prof	Diaphorase inh	Diaph act CS	TLR4-MyD88 BLA
CCC(C)n1c(S(=O)(=O)O)nc2ccccc21 (stereo unspecified)	0	0.4	-0.3	-5	1.2	1	nt	-0.2	2	1	11
c1ccc(Cn2c(-c3ccco3)nc3nc4ccccc4nc32)cc1	2	0.7	1.4	8	1.1	1.1	0	1.4	19	0.8	1
Cc1cc(C)c(NC(=O)CCCC(=O)O)c(Cl)c1	10	1.0	-0.5	-7	1.1	1.1	nt	0.0	0	1	5
COc1ccc(N(CC2CO2)S(=O)(=O)c2ccccc2)cc1 (stereo unspecified)	9	-0.8	-0.4	-2	0.9	0.9	-20	0.0	14	0.9	-19
Cc1[nH]c2ccccc2c1SCC(=O)Nc1nccs1	16	1.1	-0.3	2	0.6	0.9	-14	0.0	22	0.8	2
CC(C)Oc1ccc(C(=O)/C(=C\c2cccs2)c2nc3ccccc3o2)cc1	-2	4.8	-0.7	49	0.9	0.9	8	3.0	19	0.8	0
CCOC(=O)c1cc(-c2ccccc2)sc1NC(=O)C(C)N1C(=O)NC(C)(c2ccc(Cl)cc2)C1=O (stereo unspecified)	3	7.6	-0.3	8	0.9	0.9	nt	0.4	24	0.8	-2
[O-][n+]1c2c(nn1-c1ccc(Cl)c(Cl)c1)-c1nonc1CC2	-2	6.5	0.0	14	1	1	-13	0.0	5	0.9	1
CC(=O)Nc1cc(C(C)(C)C)c(O)c(C(C)(C)C)c1	4	0.9	-0.3	12	0.8	0.7	nt	-0.2	24	0.8	-1
O=C(COC(=O)c1cccc(NS(=O)(=O)/C=C/c2ccccc2)c1)Nc1ccccc1OC(F)F	0	3.7	0.5	-6	0.9	0.7	12	-0.5	20	0.8	-9
Cc1nn(C)c(=O)n1-c1ccc(Oc2ccccc2)cc1	2	0.3	-0.1	-8	0.9	0.8	nt	2.0	23	0.8	-1
O=C(/C=C/c1ccccc1[N+](=O)[O-])NCc1ccccc1Cl	-1	3.6	0.0	5	0.9	0.9	1	-2.0	12	0.9	-10
COc1ccc(-c2cc(C(=O)N3CCN(c4ncccn4)CC3)c3ccccc3n2)c(OC)c1	10	0.6	-0.3	19	1	1	-3	-0.1	13	0.9	-5
COC(=O)C1=C(N)c2c(F)cccc2C1(C#N)c1ccccc1 (stereo unspecified)	1	0.7	-0.2	6	0.9	1	nt	0.2	6	0.9	1
COc1cccc(-c2nnc(SCc3ccc(C#N)cc3)n2Cc2ccco2)c1	1	4.1	-0.4	12	1	1	-2	0.1	23	0.8	-5
C[C@H]1CC[C@@]2(O[C@@H](CCO)C[C@@H](O)[C@@H]2O)O1	6	0.4	0.2	-3	1	1	-28	2.7	22	0.8	-14
CCN1CCN(C(=O)c2sc3ncnc(N4CCc5ccccc5C4)c3c2C)CC1	2	0.5	-0.2	-2	1	1	-10	0.1	14	0.9	-10
O=c1[nH]c2cc3c(cc2cc1CN(Cc1nnnn1CC1CCCO1)C1CCCCC1)OCO3 (stereo unspecified)	0	0.4	0.0	-7	0.9	0.9	11	1.6	14	0.9	14
COc1ccc(/C=N/n2cc(-c3ccc(OC)cc3)nc2N)cc1	-32	1.5	0.0	93*	0.8	0.8	-19	0.0	9	0.9	3
O=C(Nc1ccncc1)c1ccc(-c2ccccc2)cc1	0	0.4	2.1	8	1	1.1	14	-0.4	6	0.9	5
Cc1cccc(COCC(Cc2ccccc2)N2CCN(C(=O)c3ccc(C(F)(F)F)cc3)CCC2=O)c1 (stereo unspecified)	9	13*	-0.4	21	1	1	-4	0.4	7	0.9	-12
N#Cc1cc2c(nc1S(=O)(=O)Cc1ccccc1)CCCC2	1	-0.6	-0.3	-6	1.1	1.1	-9	-2.8	-12	1.1	-3
O=C(Nc1nc2c(s1)CCCC2)c1ccc2ncsc2c1	2	-1.1	-0.2	28	0.9	0.9	-4	0.1	21	0.8	0
Cn1c(SCc2cc(=O)[nH]c3ccccc23)nnc1-c1ccco1	1	1.8	-0.4	-3	0.9	0.9	nt	-4.3	26	0.7	8
Cc1ccc(S(=O)(=O)n2c3ccc(Cl)cc3c3nc(C)sc32)cc1	4	5.1	-0.2	1	1	0.9	-3	0.2	11	0.9	-3

Three entries from above, bar-delimited:
structure | G6PDH counter | RAM inhibit | Hsp70 act | L major viab | PMI act satM6P | PMI activator | S1P3 antagonist | DTT redox prof | Diaphorase inh | Diaph act CS | TLR4-MyD88 BLA
O=C(Nc1nc2c(s1)CCCC2)c1ccc2ncsc2c1 | 2 | -1.1 | -0.2 | 28 | 0.9 | 0.9 | -4 | 0.1 | 21 | 0.8 | 0
Cn1c(SCc2cc(=O)[nH]c3ccccc23)nnc1-c1ccco1 | 1 | 1.8 | -0.4 | -3 | 0.9 | 0.9 | nt | -4.3 | 26 | 0.7 | 8
Cc1ccc(S(=O)(=O)n2c3ccc(Cl)cc3c3nc(C)sc32)cc1 | 4 | 5.1 | -0.2 | 1 | 1 | 0.9 | -3 | 0.2 | 11 | 0.9 | -3

Entries of single compounds from above:
CC(=O)Nc1cc(C(C)(C)C)c(O)c(C(C)(C)C)c1 in the list: G6PDH counter = 4; RAM inhibit = 0.9; Hsp70 act = -0.3; L major viab = 12; PMI act satM6P = 0.8; PMI activator = 0.7; S1P3 antagonist = nt; DTT redox prof = -0.2; Diaphorase inh = 24; Diaph act CS = 0.8; TLR4-MyD88 BLA = -1
Cc1ccc(S(=O)(=O)n2c3ccc(Cl)cc3c3nc(C)sc32)cc1 in the list: G6PDH counter = 4; RAM inhibit = 5.1; Hsp70 act = -0.2; L major viab = 1; PMI act satM6P = 1; PMI activator = 0.9; S1P3 antagonist = -3; DTT redox prof = 0.2; Diaphorase inh = 11; Diaph act CS = 0.9; TLR4-MyD88 BLA = -3

Next structures:
SMILES	G6PDH counter	RAM inhibit	Hsp70 act	L major viab	PMI act satM6P	PMI activator	S1P3 antagonist	DTT redox prof	Diaphorase inh	Diaph act CS	TLR4-MyD88 BLA
COc1ccccc1OCC(=O)Nc1ccc2c(c1)n(C)c(=O)n2C	8	0.8	-0.3	-4	1	1.1	1	-0.2	-6	1.1	-16
CC1(C)CC2(CC(C)(C)NC(=O)N2)NC(=O)N1	-5	2.2	-0.5	-5	1	1	nt	-0.1	7	0.9	-4
CC1(C)Cc2c(c(N3CCOCC3)nc3sc4c(NCc5ccco5)nnnc4c23)CS1	-6	4.7	-0.5	44	0.9	0.9	nt	1.8	20	0.8	0
COc1ccc(-c2nnn(CC(=O)N(CCN3CCOCC3)C(C(=O)NC3CCCC3)c3ccco3)n2)cc1 (stereo unspecified)	3	2.7	-0.3	-4	1.1	1	7	-1.8	2	1	-4
Cc1c(Cl)c([N+](=O)[O-])nn1CC(=O)N1CCCC1	6	0.3	-0.3	-5	1.1	1	-2	-0.3	-9	1.1	-10
CSc1ccccc1NC(=O)c1ccccc1	-3	0.3	0.1	-5	1	1	3	-0.2	1	1	4
O=C(COC(=O)/C=C/c1ccccc1)Nc1cccc(Oc2ccccc2)c1	11	8.9*	0.0	-2	0.9	0.8	-2	-0.4	23	0.8	2
Cn1c(=O)c2c(-c3ccccc3)n3c4ccccc4ncc3c2n(C)c1=O	nt	nt	-0.4	8	nt	nt	-8	1.8	nt	nt	1
Cc1cc(C)nc(NC(=O)c2ccc(Cl)cc2)n1	5	-0.1	-0.4	1	1	1	-9	0.3	-2	1	7
O=C(NC(=S)Nc1ccc(S(=O)(=O)Nc2nccs2)cc1)c1ccc(F)c(F)c1	1	0.1	-0.1	-13	1	0.9	-14	0.5	16	0.8	-5
CCC1SC2=NC(C)=C(C(=O)OC)C(c3ccc(C)cc3)N2C1=O (stereo unspecified)	26	0.8	0.0	-5	0.8	0.8	-20	-0.4	24	0.8	-7
CCOc1ccc(C(=O)NC2CCN(C(=S)NCc3ccco3)CC2)cc1	3	6.1	-0.2	1	0.9	0.9	nt	2.0	-5	1	-6
Cc1cccc(OCCN2C(=O)C(=O)c3cccc(C)c32)c1	15	2.4	-0.5	-4	0.8	0.8	-7	-0.2	9	0.9	8
Cc1oc2ccc(OC(=O)N3CCOCC3)cc2c1C(=O)OC(C)C	6	-1.0	-0.2	-1	0.8	0.9	-32	0.4	20	0.8	7
N#Cc1c(NC(=O)CCn2cnc3ccccc3c2=O)oc(-c2ccccc2)c1-c1ccccc1	-33	8.0	-0.1	5	0.9	0.8	-2	0.8	33	0.7	3
O=C(c1ccccc1[N+](=O)[O-])N1CCCN(C(=O)c2ccccc2[N+](=O)[O-])CC1	3	1.3	-0.5	-7	1.1	1	2	1.8	14	0.9	-10
O=C(NCc1ccco1)c1cnc2n(c1=O)CCS2	11	nt	-0.2	-16	1	1	-8	-3.7	14	0.9	0
O=C(Nc1ccccc1)Nc1ccccc1NS(=O)(=O)c1cccs1	-1	3.0	-0.1	4	0.9	0.9	-100	-0.5	23	0.8	-5
COC(=O)CC1C(=O)NCCN1C(=O)CSc1nnc(Nc2ccc(OC)cc2)s1 (stereo unspecified)	7	-0.1	0.2	-5	0.9	0.8	-18	1.5	9	0.9	3
COCCn1c(N)c(C#N)c2nc3ccccc3nc21	14	1.5	0.1	3	0.8	0.8	nt	-0.6	28	0.7	6
CN1CCN(CC(O)COCCOc2ccc(Br)cc2)CC1 (stereo unspecified)	-5	0.7	-0.1	-8	1.1	1.2	-17	0.0	2	1	6
CC(C)(C)NCCCCOc1ccc(F)cc1	0	0.5	-0.2	99*	1	1	-4	-0.4	7	0.9	-13
c1cnn(-c2cncc(-n3cccn3)n2)c1	5	-0.5	2.3	1	1	0.9	-13	-1.2	2	1	10
CC1CN(Cc2nnc(-c3ccccc3)o2)CC(C)O1 (stereo unspecified)	8	1.4	0.2	-2	1.3	1.3	-14	0.5	-22	1.2	1
NC(=NCc1ccc2c(c1)OCO2)NC(=O)c1ccccc1	5	-0.4	-0.1	14	1	0.9	-5	14	10	0.9	-6
COc1cc(C2C(C(C)=O)=C(O)C(=O)N2CCc2c[nH]c3ccccc23)ccc1O (stereo unspecified)	-6	-0.5	0.0	-12	0.8	0.9	-9	-0.4	25	0.8	-4
Cc1cc(C)n(/N=C/c2c[nH]c3ccccc23)c(=O)c1	2	1.1	0.6	-2	1	1	26	0.7	10	0.9	-8

Bioassay records (PubChem)
